ERAP1 HTS inh = inhibitors of human ERAP1 aminopeptidase | AID 652197 | recombinant ERAP1, Leu-AMC fluorescence, 60 min | actives 0.15% (n = 340,000) | inhibition, % at 10.7 µM;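 active = mean replicate inhibition of at least 30%, or all replicates individually reaching that 30% level; inactive = mean below 30% and not every replicate reaching it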;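 also: 0% = neutral control wells and 100% = L-leucinethiol positive control wells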
RAD54 branch = blocks human RAD54 Holliday junction branch migration | Q92698 | FAM/BHQ fluorescence | inhibition, % at 10.4 µM | actives 0.14% (n = 360,000) | AID 602329;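 active = mean normalized replicate activity at least 40 and at least half of replicates scoring 40 or more; inconclusive = only one of the two criteria met; inactive = mean below 40 and under half of replicates reaching 40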;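 also: 0% = median of neutral control wells and 100% = median of positive control wells; inhibitors cause a drop in the FAM fluorescence signal; in these data hits start at about 50%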
E-sel inducer = induces E-selectin expression in human endothelial cells. P16581. HUVEC E-selectin immunofluorescence imaging; normalized: neutral wells 0, TNF-alpha wells 100. activation, % at 7.58 µM. actives 0.37% (n = 260,000). AID 686992;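 active = mean E-selectin-positive cell signal at least 10% of the positive control, reached in at least 60% of replicates, without over 20% cell loss; inconclusive = no rule given, readout overlaps actives, possibly toxicity-flagged; inactive = the rest, including those meeting only one limit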;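 also: in these data hits start at about 27%; measured in HUVEC primary endothelial cells; signal is the percent of cells scored E-selectin positive by PE staining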
Target sequence (P16581 whole entry, looked up): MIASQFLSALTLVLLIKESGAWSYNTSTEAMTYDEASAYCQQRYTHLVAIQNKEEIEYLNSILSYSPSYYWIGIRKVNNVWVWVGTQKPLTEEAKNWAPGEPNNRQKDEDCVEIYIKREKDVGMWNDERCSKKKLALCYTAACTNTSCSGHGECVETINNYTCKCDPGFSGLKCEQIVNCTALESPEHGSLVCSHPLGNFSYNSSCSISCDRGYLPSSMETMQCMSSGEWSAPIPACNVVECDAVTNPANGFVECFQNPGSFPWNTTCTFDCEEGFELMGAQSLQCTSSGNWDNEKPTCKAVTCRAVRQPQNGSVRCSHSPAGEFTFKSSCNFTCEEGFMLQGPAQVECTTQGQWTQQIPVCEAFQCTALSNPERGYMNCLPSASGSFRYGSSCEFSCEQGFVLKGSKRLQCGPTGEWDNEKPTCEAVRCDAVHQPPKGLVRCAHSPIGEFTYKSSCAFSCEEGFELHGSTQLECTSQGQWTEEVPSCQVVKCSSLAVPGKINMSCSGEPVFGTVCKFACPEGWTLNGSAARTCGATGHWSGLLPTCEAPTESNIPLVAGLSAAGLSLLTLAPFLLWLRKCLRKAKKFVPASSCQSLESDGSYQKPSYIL
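assay system = HUVEC, human umbilical vein endothelial cells | input = 3,000 HUVEC seeded per well | medium = EGM-2 growth medium on 0.1% gelatin-coated wells | dosing = one compound dose added by pin transfer | signal = immunofluorescence imaging | read-out basis = % PE-positive cells | control set = TNF-alpha, DMSO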
Cneo AK release = causes C. neoformans cell lysis; adenylate kinase release luminescence, 4 h; normalised: neutral wells 0, clomiphene wells 100; lysis activity, % at 15 µM; actives 0.2% (n = 360,000); AID 651654;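 active = mean lysis activity across replicates of at least 80%, whatever share of replicates individually reach that level; inactive = mean lysis activity below 80%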
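Material: C. neoformans cells; Schedule: 4 h static compound exposure, 37 °C, read 1 h post-reagent; Measured by: adenylate kinase release luminescence; Read-out: signal increase indicating cell lysis; Controls: Clomiphene as positive lysis control.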
PglD DTNB = inhibitors of Campylobacter jejuni PglD acetyltransferase; actives 0.098% (n = 360,000); inhibition, % at 12.5 µM; purified PglD enzyme, DTNB colorimetric CoA detection; in the data active = inhibition above about 16%, passing the limit was not always enough; inconclusive = no clear call, values can overlap the other calls; also: strong numbers were not always called active
miR122 inh = miR-122 inhibition in Huh7 cells; AID 602342; activation (reporter increase), % at 12.5 µM; Huh7 miR-122 Renilla luciferase sensor, 48 h; neutral wells = 0, positive control = 100; actives 0.3% (n = 340,000);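 active = mean replicate activation score at least 90 and every replicate individually at or above 90; inconclusive = only one of the two criteria met; inactive = neither criterion met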;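 also: higher luciferase means less miR-122 activity so hits act as miR-122 inhibitors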
PGC1a acetyl inh = PGC1a acetylation modulation, inhibitor mode; actives 0.17% (n = 350,000); AID 651687; inhibition, % at 15.6 µM; U2OS PGC1a acetylation, AlphaScreen anti-acetyl-lysine; with virally co-expressed GCN5 acetyltransferase;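 active = every replicate shows inhibition of at least 40%; inconclusive = mean inhibition at least 40% but some replicate below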;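 also: 0% = neutral control wells and 100% = positive control wells; some results beyond the cut were filed as inactive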
RAD52 inh = blocks human RAD52 DNA annealing; actives 0.46% (n = 360,000); inhibition, % at 18.7 µM; P43351; recombinant RAD52 DNA annealing, FRET fluorescence; AID 651710;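 active = every replicate showing at least 50% inhibition; inconclusive = mean inhibition at least 50% but not in every replicate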
Target sequence (P43351 whole entry, looked up): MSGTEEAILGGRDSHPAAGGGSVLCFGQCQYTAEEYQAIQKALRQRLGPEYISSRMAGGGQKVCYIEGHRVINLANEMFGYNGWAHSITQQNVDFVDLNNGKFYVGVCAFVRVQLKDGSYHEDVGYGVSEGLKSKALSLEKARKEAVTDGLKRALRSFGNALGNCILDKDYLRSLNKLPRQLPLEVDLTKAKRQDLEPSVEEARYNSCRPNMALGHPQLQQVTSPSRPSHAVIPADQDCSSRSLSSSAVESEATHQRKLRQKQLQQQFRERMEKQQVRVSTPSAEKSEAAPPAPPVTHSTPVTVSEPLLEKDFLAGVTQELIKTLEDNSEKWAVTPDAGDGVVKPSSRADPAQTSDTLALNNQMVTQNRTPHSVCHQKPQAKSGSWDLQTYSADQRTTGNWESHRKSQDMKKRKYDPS
* marks the source's active call; other numbers are inactive results; ? = inconclusive; · = not tested or not shown; [ ] = dose if it differs, or a comment.

#	Structure	ERAP1 HTS inh	RAD54 branch	E-sel inducer	Cneo AK release
1	CCN(c1cccc(C)c1)S(=O)(=O)c1ccc2c(c1)NC(=O)CCS2	2	-1	·	-1
2	Cn1cnnc1SC1c2cccc3cccc(c23)C1NS(=O)(=O)c1ccc(Cl)cc1 (stereo not drawn)	·	2	·	-6
3	C[C@@H]1CN([C@H](C)CO)C(=O)c2cccc(NC(=O)C3CCCCC3)c2O[C@H]1CN(C)S(=O)(=O)c1ccc(F)cc1	0	0	0.0	7
4	CCC(c1nnc(SCC(=O)Nc2nnc(-c3ccccc3)o2)o1)N(C)C (stereo not drawn)	·	-22	·	1
5	CO/N=C/C(C(C)=O)C(=O)Nc1ccc(Cl)cc1Cl (stereo not drawn)	0	0	-0.5	-1
6	CCCOC(=O)N[C@@H]1C(=O)N2C(C(=O)OCCC)=C(C)CS[C@H]12	3	-9	·	5
7	CN(c1ccc(C(=O)NCCCn2ccnc2)cc1)S(C)(=O)=O	1	-3	·	4
8	COc1ccccc1/C=N/Nc1nccnc1Cl	0	-6	·	1

#	PglD DTNB	miR122 inh	PGC1a acetyl inh	RAD52 inh
1	-1	-7	-1	-6
2	-5	5	-21	·
3	0	-10[16.7 µM]	4	8
4	-4	3	-9	·
5	-8	11	5	-2
6	-5	-6	5	1
7	-9	-6	7	1
8	-2	-18	4	-3

More results.
#	Structure	ERAP1 HTS inh	RAD54 branch	E-sel inducer	Cneo AK release
9	Cc1cccc(C)c1NC(=O)CN1C(=O)COc2ccccc21	1	-10	·	1
10	C[C@H](CO)N1C[C@H](C)[C@@H](CN(C)C(=O)Nc2ccc(F)cc2)Oc2ccc(NC(=O)Nc3ccc4c(c3)OCO4)cc2C1=O	·	-3	-5.1	-2
11	CC(C)c1ccc(NC(=O)CSc2n[nH]c(=O)n2-c2cccnc2)cc1	1	3	·	-2
12	C[C@@H]1CN([C@H](C)CO)C(=O)c2cc(-c3ccncc3)cnc2O[C@@H]1CN(C)C(=O)CN1CCOCC1	1	-2	0.2	-6
13	CCCNC(=O)C(Cc1ccc(Cl)cc1)NC(=O)c1ccc(-c2ccccc2)cc1 (stereo not drawn)	0	-4	0.0	0
14	CCc1cc2cccc(C)c2nc1SCC(=O)Nc1nonc1C	-16	-3	?	-1
15	Cc1ccccc1S(=O)(=O)N1C[C@@H](O)COC[C@@H]2O[C@H](CC(=O)N3CCCCC3)CC[C@H]21	3	0	-0.2	4
16	O=C(NC1CCCc2ccccc21)c1ccc(Cl)nc1 (stereo not drawn)	·	-6	·	5

#	PglD DTNB	miR122 inh	PGC1a acetyl inh	RAD52 inh
9	-8	-6	1	-8
10	0	-4[16.7 µM]	1	·
11	-6	0	3	-3
12	2	-4[16.7 µM]	3	0
13	6	-1	1	-4
14	2	·	-11	-13
15	-4	-1[16.7 µM]	11	-3
16	1	-1	2	·

Following part:
#	Structure	ERAP1 HTS inh	RAD54 branch	E-sel inducer	Cneo AK release
17	CCc1n[nH]c2c1/C(=N\O)CC(c1ccccc1)C2 (stereo not drawn)	·	-1	·	7
18	CCN1CCN(C(=O)C(Cc2ccccc2)NC(=O)c2ccc(Cl)c(S(=O)(=O)N(C)C)c2)CC1 (stereo not drawn)	1	4	-0.1	-2
19	O=[N+]([O-])c1cccc(NC(=S)N2CCc3ccccc32)c1	0	10	·	-1
20	CCc1nc2ccc(C(=O)Nc3cccc(NS(C)(=O)=O)c3)cn2c1N(CCC(C)C)CCN(C)C	5	7	0.4	0
21	C[C@H]1CN([C@@H](C)CO)C(=O)c2cc(-c3cccc(C(=O)N(C)C)c3)cnc2O[C@H]1CN(C)S(=O)(=O)c1ccc(F)cc1	-1	1	0.2	-3
22	O=C(O)CCC(=O)NCC1OCCc2ccccc21 (stereo not drawn)	·	-4	·	-1
23	Cc1cc(C)n2nc(SC(C)C(=O)N(C)c3ccccc3)nc2n1 (stereo not drawn)	1	2	·	-2
24	CC1CC2(CC(C)(C(=O)CSc3nc4ccccc4s3)OC2=O)C(=O)O1 (stereo not drawn)	·	-7	·	3

#	PglD DTNB	miR122 inh	PGC1a acetyl inh	RAD52 inh
17	-4	0	12	·
18	6	-10	-3	-14
19	3	13	1	-25
20	2	-3	4	10
21	-4	0[16.7 µM]	5	-6
22	6	-11	8	·
23	2	3	-1	-16
24	0	4	-4	·

The list goes on (two carried over from the part before).
#	Structure	ERAP1 HTS inh	RAD54 branch	E-sel inducer	Cneo AK release
23	Cc1cc(C)n2nc(SC(C)C(=O)N(C)c3ccccc3)nc2n1 (stereo not drawn)	1	2	·	-2
24	CC1CC2(CC(C)(C(=O)CSc3nc4ccccc4s3)OC2=O)C(=O)O1 (stereo not drawn)	·	-7	·	3
25	Oc1nc(-c2ccc(Br)cc2)n2ccncc12	3	1	0.3	-2
26	CSc1ncccc1C(=O)Nc1cccc(S(=O)(=O)N(C)c2ccccc2)c1	0	-1	-2.2	0
27	Cc1noc(C)c1NC(=O)N(C)C[C@H]1Oc2ccc(NS(=O)(=O)c3cccs3)cc2C(=O)N([C@@H](C)CO)C[C@H]1C	1	-12	11	-4
28	O=C(COC(=O)c1ccc(Br)o1)c1ccc(S(=O)(=O)N2CCCCC2)cc1	0	11	-0.5	2
29	CCC(=O)N(C)C[C@@H]1Oc2cc(C3=CCCC3)ccc2S(=O)(=O)N([C@@H](C)CO)C[C@H]1C	0	0	0.1	0
30	Cc1cc(F)ccc1NC(=O)c1cccnc1	-1	7	1.4	2
31	Cc1cc(NC(=O)CSc2nnnn2-c2ccc(C)c(Cl)c2)no1	-4	5	0.2	-1
32	C[C@@H]1CN([C@@H](C)CO)C(=O)c2cccc(NC(=O)Nc3ccc(F)cc3)c2O[C@@H]1CN(C)Cc1ccc(C(F)(F)F)cc1	-2	-1	·	43

#	PglD DTNB	miR122 inh	PGC1a acetyl inh	RAD52 inh
23	2	3	-1	-16
24	0	4	-4	·
25	5	9	·	-2
26	-2	4	-1	-24
27	3	3[16.7 µM]	4	4
28	0	·	·	-20
29	-2	6[16.7 µM]	-21	7
30	4	-3	14	-3
31	8	-1	1	-11
32	3	2[16.7 µM]	10	-11

Further records follow:
#	Structure	ERAP1 HTS inh	RAD54 branch	E-sel inducer	Cneo AK release
33	O=C(Nc1ccc(Cl)cc1)N[C@H]1CC[C@H](CCNC(=O)c2ccccc2F)O[C@H]1CO	-6	-15	-0.5	-1
34	CCOC(=O)[C@H]1[C@H]2COc3ccc(Br)cc3[C@@H]2N2C(=O)c3cc(OC)c(OC)cc3NC(=O)[C@@]12C	·	3	-0.4	-1
35	Cn1nc(C(C)(C)C)cc1N1C(=O)CCC1(C)C(=O)Nc1ccc2c(c1)OCCO2 (stereo not drawn)	10	-3	0.3	0
36	COc1ccccc1OCc1nc(-c2cccc([N+](=O)[O-])c2)no1	2	·	·	·
37	COc1ccc(NC(C)C(=O)N/N=C/c2ccc([N+](=O)[O-])s2)cc1 (stereo not drawn)	3	·	3.7	·
38	O=C(CCCN1C(=O)/C(=C/c2cccc(Br)c2)SC1=S)Nc1ccccn1	·	6	·	0
39	O=C(Nc1ccccc1N1CCOCC1)C1Cc2ccccc2CN1C(=O)c1ccco1 (stereo not drawn)	·	-1	·	0
40	C[C@@H]1CCCCO[C@@H](CN(C)CC2CCCCC2)[C@H](C)CN([C@H](C)CO)C(=O)c2cc(NS(=O)(=O)c3ccc(Cl)cc3)ccc2O1	·	25	0.0	-2

#	PglD DTNB	miR122 inh	PGC1a acetyl inh	RAD52 inh
33	7	·	18	36
34	2	-2	·	-12
35	-6	-3	-4	-10
36	·	-1	-2	-6
37	·	·	-16	-8
38	-1	1	5	·
39	0	4	-13	·
40	-4	-21[16.7 µM]	5	·

More compounds follow:
#	Structure	ERAP1 HTS inh	RAD54 branch	E-sel inducer	Cneo AK release
41	Cc1cc(C[n+]2ccsc2N)c2ncccc2c1	0	4	5.0	5
42	C[C@@H]1CN([C@H](C)CO)C(=O)Cc2cc(NC(=O)Nc3ccc(C(F)(F)F)cc3)ccc2O[C@H]1CN(C)CC1CC1	0	1	-2.8	-4
43	Oc1ccc(N=Nc2n[nH]c(-c3ccc(Br)cc3)n2)cc1	-2	-7	·	0
44	Cc1ccc(-c2ccc3c(c2)O[C@H](CN(C)C(=O)C2CC2)[C@@H](C)CN([C@H](C)CO)S3(=O)=O)cc1	2	1	0.0	-10
45	COc1cc2c(cc1OC)C1=C(C#N)CCC(=NC(=O)c3ccco3)N1CC2	-4	-4	·	3
46	Cc1cccc(NC(=O)CN2C(=O)c3ccccc3S2(=O)=O)n1	-1	3	-0.2	-1
47	CS(=O)(=O)N1[C@H](CO)[C@@H](c2ccccc2-c2ccccc2F)[C@@H]1C#N	-5	·	0.0	·
48	Nc1nc(NC2CCCCC2)nc(NCCO)c1[N+](=O)[O-]	-5	-3	-0.4	-1

#	PglD DTNB	miR122 inh	PGC1a acetyl inh	RAD52 inh
41	3	10	-8	-17
42	9	-7[16.7 µM]	-3	0
43	1	1	2	-9
44	-1	13[16.7 µM]	-2	12
45	-5	-11	8	-7
46	-5	-6	·	-1
47	·	·	3	12
48	5	-19	-13	-5

Whole records, looked up by structure. Screens in order: ERAP1 HTS inh, RAD54 branch, E-sel inducer, Cneo AK release, PglD DTNB, miR122 inh, PGC1a acetyl inh, RAD52 inh
`Cc1cccc(NC(=O)CN2C(=O)c3ccccc3S2(=O)=O)n1` in the list: -1, 3, -0.2, -1, -5, -6, ·, -1
`CS(=O)(=O)N1[C@H](CO)[C@@H](c2ccccc2-c2ccccc2F)[C@@H]1C#N` in the list: -5, ·, 0.0, ·, ·, ·, 3, 12

The list continues:
#	Structure	ERAP1 HTS inh	RAD54 branch	E-sel inducer	Cneo AK release
49	COc1ccc(S(=O)(=O)Nc2cccc3c2O[C@H](CN(C)C(=O)Nc2ccc(C(F)(F)F)cc2)[C@H](C)CN([C@@H](C)CO)C3=O)cc1	-1	5	0.4	0
50	CC(C)Cn1c(NCCN(C)C)nc2c1c(=O)[nH]c(=O)n2C	·	3	·	1
51	CC(=O)N(C)C[C@H]1Oc2cc(C#CC3CCCCC3)ccc2S(=O)(=O)N([C@H](C)CO)C[C@@H]1C	3	1	-0.2	-7
52	O=C(NCCCN1CCN(c2ccccc2F)CC1)C1CCN(S(=O)(=O)N2CCOCC2)CC1	·	5	·	-1
53	COc1ccccc1N1CCN(c2ccc3ccccc3n2)CC1	3	2	·	-6
54	COc1ccc(CCNC(=O)C2CC(=O)N(C3CCCCC3)C2)cc1OC (stereo not drawn)	-3	5	·	-2
55	COc1ncnc2c1ncn2CCCNCc1ccc2c(c1)OCO2	3	1	0.0	-1
56	O=C(Nc1ccccc1F)N1CCCCN2[C@H](C1)[C@H](c1ccc(C#Cc3cccnc3)cc1)[C@@H]2CO	4	-1	-0.4	-20
57	CC=Cc1ccc2n(c1=O)C[C@H]1[C@H](CO)[C@@H](C(=O)NCC3CC3)N(Cc3ccncc3)[C@@H]21 (mixture of isomers)	0	-5	0.0	0

#	PglD DTNB	miR122 inh	PGC1a acetyl inh	RAD52 inh
49	-2	-4[16.7 µM]	-2	-6
50	0	-6	1	·
51	0	24[16.7 µM]	-1	12
52	-2	2	4	·
53	0	-5	2	-17
54	-1	-5	2	4
55	4	-3	-9	-31
56	-2	-8[16.7 µM]	27	-8
57	3	-4[16.7 µM]	·	-61

Screening results from PubChem.

Random draw from the library; 1.4% or so of the library scored in one or more.
